# MPTP inh = permeability transition pore inhibition; inhibition, % at 10 µM; isolated mouse mitochondria, Ca2+ swelling absorbance, 30 min; actives 1.4% (n = 360,000); AID 602449;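 active = inhibition of 50% or more, scaled per plate between neutral and stimulator controls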;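 note: 0% = DMSO wells given calcium and 100% = 1 mM EGTA wells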
# PfGluPho inh = PfG6PD (Plasmodium falciparum) enzyme inhibition. PfGluPho enzyme, NADPH resazurin-diaphorase fluorescence. inhibition, % at 20 µM. actives 0.78% (n = 350,000). AID 504690;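 active = inhibition reaching at least a set limit at 20 µM in the primary screen, cut at about 59% in these data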;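 note: 0% = DMSO wells with substrate and 100% = DMSO wells lacking glucose-6-phosphate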
# ATG4B inhibitor = ATG4B (human) cysteine protease inhibition; actives 0.51% (n = 340,000); inhibition, % at 8.33 µM; ATG4B cleavage of LC3-PLA2, NBD-HPC fluorescence, 1 h; Q9Y4P1; in the data active = inhibition above about 40%
# Target sequence (Q9Y4P1 whole entry, looked up): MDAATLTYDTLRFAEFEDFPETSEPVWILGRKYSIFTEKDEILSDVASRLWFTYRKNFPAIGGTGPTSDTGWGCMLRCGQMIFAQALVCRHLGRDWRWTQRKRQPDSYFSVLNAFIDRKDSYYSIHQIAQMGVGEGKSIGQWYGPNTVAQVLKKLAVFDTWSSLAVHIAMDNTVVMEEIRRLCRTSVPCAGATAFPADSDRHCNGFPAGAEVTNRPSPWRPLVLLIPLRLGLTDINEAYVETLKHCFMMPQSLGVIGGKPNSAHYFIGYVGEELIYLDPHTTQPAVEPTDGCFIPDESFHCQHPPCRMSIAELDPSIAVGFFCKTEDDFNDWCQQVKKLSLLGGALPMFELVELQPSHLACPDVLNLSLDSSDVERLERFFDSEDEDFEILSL
# SENP7 inh = inhibitors of human SENP7 protease; Q9BQF6; recombinant SENP7, Z-RLRGG-aminoluciferin luminescence, 40 min; inhibition, % at 5 µM; actives 1.5% (n = 330,000); AID 434973;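 active = inhibition above about 50% at the single test dose, limit read from the data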;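 note: plate controls were DMSO with enzyme for no effect and no enzyme buffer wells for full effect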
# Target sequence (Q9BQF6 706-1050 limits assumed): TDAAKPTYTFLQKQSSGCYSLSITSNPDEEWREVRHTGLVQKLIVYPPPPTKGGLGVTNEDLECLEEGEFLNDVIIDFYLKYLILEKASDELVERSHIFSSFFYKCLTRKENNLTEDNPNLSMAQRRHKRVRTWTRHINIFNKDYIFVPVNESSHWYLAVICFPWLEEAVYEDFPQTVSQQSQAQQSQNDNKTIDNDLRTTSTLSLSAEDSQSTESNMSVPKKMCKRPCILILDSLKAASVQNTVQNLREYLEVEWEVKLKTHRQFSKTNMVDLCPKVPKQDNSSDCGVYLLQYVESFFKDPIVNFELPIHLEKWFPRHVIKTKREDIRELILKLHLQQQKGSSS
# SENP6 inh = inhibitors of human SENP6 protease; Recombinant SENP6 catalytic domain, aminoluciferin luminescence; inhibition, % at 10 µM; actives 1.8% (n = 330,000); AID 2599;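 active = inhibition above about 50% at the single tested dose, limit read from the data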;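 note: plate controls were DMSO wells with enzyme for no effect and DMSO wells lacking enzyme for full effect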
# GRIN3A LBD mod = modulators (binders) of human NR3A ligand-binding domain; NR3A LBD differential scanning fluorimetry, Tm shift; 0% = protein alone, 100% = glycine-bound protein; Tm shift relative to glycine control, % at 25 µM; actives 2.5% (n = 340,000);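 active = melting temperature shift of at least 10% of the positive control shift, at one fixed dose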
# SENP8 inh = inhibitors of human SENP8 protease; inhibition, % at 20 µM; Q96LD8; recombinant SENP8, Nedd8 substrate fluorescence; AID 602440; actives 0.64% (n = 360,000); in the data active = inhibition mostly above about 40%, no sharp cut-off; inactive = mostly below about 27%
# Target sequence (Q96LD8 whole entry, looked up): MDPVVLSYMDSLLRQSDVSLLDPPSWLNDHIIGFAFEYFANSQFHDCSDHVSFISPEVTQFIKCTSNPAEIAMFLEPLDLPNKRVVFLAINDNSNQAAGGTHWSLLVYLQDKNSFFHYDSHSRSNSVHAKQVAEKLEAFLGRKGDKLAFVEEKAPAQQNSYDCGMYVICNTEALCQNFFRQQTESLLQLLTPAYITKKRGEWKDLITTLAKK
# HKDC1 inh = blocks human hexokinase HKDC1 activity; Q2TB90; actives 0.16% (n = 340,000); recombinant HKDC1, G6PDH/diaphorase resazurin coupled fluorescence; AID 493160; inhibition, % at 20 µM;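 active = inhibition above about 35% when tested at 20 µM, limit read from the data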;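 note: plate controls were DMSO wells with enzyme for no effect and DMSO wells lacking enzyme for full effect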
#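 Material: recombinant HKDC1 hexokinase; Amount: HKDC1 at 5 µg/mL; Medium: Tris pH 8.0 buffer with MgCl2, Tween-20, BSA, BME; Schedule: 90 min reaction incubation at room temperature, dark; Technique: coupled resazurin fluorescence, excitation 525 nm, emission 613 nm.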
# * marks the source's active call; other numbers are inactive results; i = inactive; / = not tested or not shown.
# Sequence of screens – MPTP inh, PfGluPho inh, ATG4B inhibitor, SENP7 inh, SENP6 inh, GRIN3A LBD mod, SENP8 inh, HKDC1 inh
(1) CCN(CC)S(=O)(=O)c1cccc(C(=O)NCc2ccccc2)c1
    1.1, 0, -3, 0, 7, 0, 1, -3
(2) O=C(NCc1ccccc1)c1sc(=S)n2c1[nH]c(=O)c1ccccc12
    86*, -16, -5, -10, 18, 12*, 26, 13
(3) O=S(=O)(NCc1ccco1)c1ccc(Cl)nc1
    -0.4, -14, 6, -4, 17, -1, 8, -3
(4) Cc1cc(NCCCN2CCOCC2)n2nc(C)c(-c3ccccc3)c2n1
    -0.7, 5, -5, -1, -24, 0, -412, -2
(5) CC(=O)Nc1sc(N)nc1-c1ccccc1
    -1.4, 0, -3, 2, 8, -1, 16, -3
(6) CCOc1cccc(CN2CCC(n3nccc3NC(=O)C3CC3)CC2)c1O
    -1.9, 11, -3, -5, -1, 3, -3, -2
(7) Cc1cccc(NC2=NC(=S)N(c3cccc(C(=O)O)c3)C23CCCCC3)c1
    0.1, -14, -1, 1, 0, -1, 5, 1
(8) Cc1cc(C)nc(N2CCC(C(=O)Nc3ccc(Oc4ccccc4)cc3)CC2)n1
    0.2, -6, -4, 3, -6, -2, 0, -5
(9) CC(=O)c1ccc(N2CCN(C(=O)CCc3ccccc3)CC2)cc1
    -0.6, -1, 2, 3, 6, 0, -101, -8
(10) O=C(CN1CCCCC1)N1CCCc2c1c(=O)oc1ccc(OCc3ccccc3)cc21
    9.3, 56, -17, -10, -12, 1, -49, 2
(11) Cc1c(CN2CC[C@@H](N3CCN(c4ccccn4)CC3)[C@H](O)C2)[nH]c2ccc(F)cc12
    1.2, -5, 4, -3, -11, 2, 15, -3
(12) Cc1ccc(C(=O)NCC(=O)OCC(=O)c2ccccc2)s1
    -1.4, 15, -7, 0, 4, 5, 4, -3
(13) Cc1cc(=O)n2nc(N3CCCC(C(=O)N4CCN(c5ccccc5)CC4)C3)sc2n1 (stereo not drawn)
    -1.4, -6, -5, 8, -7, 1, 29, -6
(14) CCCN(CCC)CCNc1c(N2CCN(C(=O)OCC)CC2)c(=O)c1=O
    -0.6, -9, 1, -2, -10, -1, 15, -4
(15) O=C(c1ccc(F)cc1)N1CCC(C(=O)N2CCN(S(=O)(=O)c3cccc([N+](=O)[O-])c3)CC2)CC1
    -0.3, 2, 0, -2, 6, -1, -1, -3
(16) COc1ccccc1N1CCN(C(=O)C(F)F)CC1
    0.1, 11, -4, 40, -21, 1, 11, 2
(17) COc1ccc(CC(=O)N2CCN(c3ccc(C4=NNC(=O)CC4C)cc3)CC2)cc1 (stereo not drawn)
    0.5, -12, 2, -7, -1, -3, i, 3
(18) Clc1ccc2nc(-c3ccccn3)c(Nc3ccc4c(c3)OCO4)n2c1
    -3.4, 20, 24, /, /, -1, -78, 4
(19) CCc1ccc(S(=O)(=O)Nc2ccncc2)cc1
    0.0, 1, -4, -11, -26, -3, 8, -2
(20) Cn1c2c(c(=O)n(C)c1=O)C(c1cc3c(cc1Br)OCO3)CC(=O)N2 (stereo not drawn)
    -1.8, -7, -8, 2, 6, 1, 0, -5
(21) Cc1ccc(C(=O)NC(NCc2ccco2)C(Cl)(Cl)Cl)cc1 (stereo not drawn)
    0.1, -2, 3, -1, -21, -3, 4, -10
(22) COc1ccc(S(=O)(=O)NN=C2CCCC2)cc1
    0.0, 7, 0, -7, 7, -3, 15, -11
(23) Cc1nnc(SCc2cccs2)[nH]c1=O
    -2.5, -9, -3, -4, 4, -3, 24, -4
(24) O=[N+]([O-])c1cccc(S(=O)(=O)NCCc2ccccc2)c1
    2.0, 22, -5, 0, -21, 1, 2, 0
(25) CCOC(=O)C1CCN(c2nc3cc(OC)ccc3cc2C#N)CC1
    -2.1, 9, -3, 3, -2, 3, i, -1
(26) COCCNC(=O)CCn1nc(-c2ccc(C)cc2)c2ccccc2c1=O
    -0.2, -5, -8, 6, 6, -3, 8, -6
(27) COc1cnc(-c2ccccn2)nc1Sc1cccc(Cl)c1
    0.4, 8, 18, -7, -7, -2, 8, 26
(28) CCOC(=O)c1cc2c(=O)n3ccccc3nc2n(CCCOC)c1=NC(=O)c1ccncc1
    0.2, 3, -3, 11, 8, 1, -452, -8
(29) CSc1cc(-c2ccccc2)n(Cc2ccc(Cl)cc2Cl)c(=O)c1C#N
    2.9, -16, -10, 3, -12, -2, -12, -5
(30) CCOc1ccc(N2CC(C(=O)Nc3ccc(N4CCOCC4)cc3)CC2=O)cc1 (stereo not drawn)
    -10, -4, -6, 8, 18, -4, 14, -3

# Later entries
# Sequence of screens – MPTP inh, PfGluPho inh, ATG4B inhibitor, SENP7 inh, SENP6 inh, GRIN3A LBD mod, SENP8 inh, HKDC1 inh
(31) CCc1nnc(SCC(=O)Nc2ccc(C(C)=O)cc2)nc1CC
    -0.1, 13, -1, -4, -16, -1, 8, 3
(32) COc1cccc(NC(=O)Cn2c(CCC(=O)O)ccc2-c2ccc(Cl)cc2)c1
    -0.8, -9, -10, 4, 15, 3, -10, -5
(33) Cc1ccc(CNC(=O)Nc2ccc(F)cc2F)n1C
    0.0, -1, -6, /, /, 0, -25, -2
(34) CCc1nc(C)ccc1OCC(=O)N(CC)CC
    1.0, -19, 0, 5, -10, 4, 4, -8
(35) CCCC(=O)c1c[nH]c(C(=O)NCc2cccnc2)c1
    0.7, -2, 5, -2, -16, 1, 5, -15
(36) CC1CCN(Cc2c(C(=O)N/N=C/c3cc(Br)ccc3O)nnn2-c2nonc2N)CC1
    -0.8, -11, 0, -5, -13, 13*, 2, -16
(37) COc1cc2c(C(=O)NC3CCCCCC3)cn(C)c(=O)c2cc1OC
    -2.4, 19, -3, -4, 2, 2, 10, 8
(38) CC(OC(=O)c1ccc(S(=O)(=O)N2CCCCC2)cc1)C(=O)NC1CCCCC1C (stereo not drawn)
    2.6, -7, 10, -1, -6, -2, -3, 1
(39) Cc1ccc2cc(C)c(SCC(=O)NCC3CCCO3)nc2c1 (stereo not drawn)
    -0.3, -4, -4, -4, -4, -4, 3, -9
(40) Cc1nc(SCC(=O)NC2CCCCC2)[nH]c(=O)c1C
    2.1, 12, -5, -7, -21, -1, 18, -4
(41) O=C1C2C3C=CC(C4CC34)C2C(=O)N1c1ccc2c(c1)OCO2 (stereo not drawn)
    -2.5, -4, 1, 10, -3, 0, -39, -4
(42) CC(C)(C)c1csc(NC(=O)c2cccs2)n1
    7.8, 40, 1, 4, -7, -1, -17, 0
(43) Cc1nn(C)c(C(=O)Nc2ccc(Br)cc2F)c1Br
    -0.5, -11, -2, 0, -15, -10, 12, -7
(44) NC(=O)CC(NC(=O)c1ccccc1)c1ccc(NCCOc2ccccc2)c([N+](=O)[O-])c1 (stereo not drawn)
    -1.1, 6, -7, 2, 1, -11, 33, -4
(45) O=C(CN(Cc1cccs1)C(=O)CNS(=O)(=O)c1ccccc1)NC1CCCC1
    -2.3, -13, -4, -5, 0, -1, 12, 12
(46) Nc1c(S(=O)(=O)c2cccs2)c2nc3ccccc3nc2n1CC1CCCO1 (stereo not drawn)
    -1.1, -17, -21, 8, 8, -3, -337, -7
(47) COc1ccc(-c2nc(CNS(=O)(=O)c3ccc(OC)c(OC)c3)cs2)cc1
    -1.7, 10, -10, -1, 6, -1, -17, -5
(48) Cc1ccc(N(CC(=O)NCC2CCCO2)S(C)(=O)=O)cc1Cl (stereo not drawn)
    -0.7, -8, -2, 3, -11, -1, 7, -6
(49) O=C(NCN1CCN(c2ccccn2)CC1)c1cnccn1
    0.8, -5, 3, -7, -15, -1, 16, 2
(50) CC(C)C[C@@H](CNCC(=O)[C@H](CC(C)C)NC(=O)c1[nH]cnc1C(=O)N[C@@H](C)CN)NC(=O)c1nc[nH]c1C(=O)N[C@@H](CC(=O)O)C(=O)O
    -0.1, -4, 7, /, /, 0, 8, 14
(51) CC(Oc1coc(CN2CCN(C(=O)c3ccco3)CC2)cc1=O)c1ccccc1 (stereo not drawn)
    -0.1, 4, -2, -4, -6, -2, 1, -8
(52) CCCC(O)(c1ccccc1)C(CN1CCOCC1)c1ccccc1 (stereo not drawn)
    -1.0, 1, 3, -10, -30, 1, 8, -3
(53) COc1ccccc1C1C(C(=O)c2cc3ccccc3o2)=C(O)C(=O)N1CCN(C)C (stereo not drawn)
    0.2, -20, -2, -4, 1, -7, -45, -4
(54) CCOc1ccc(S(=O)(=O)N2CCN(C(=O)c3ccncc3)CC2)cc1
    -0.7, -12, -5, -12, 10, -1, 1, -3
(55) CN(C)c1ccc(/C=N/n2c(C3CCCCC3)n[nH]c2=S)cc1
    1.0, 17, 3, -2, -26, -7, -74, 0
(56) CC(Sc1ncnc2sc(-c3ccccc3)cc12)C(=O)NCC1CCCO1 (stereo not drawn)
    -3.0, 10, -11, -6, -4, -2, -64, -1
(57) Nc1o[nH]c(=O)c1C1CCCCC1
    0.4, -3, 6, /, /, -2, 14, -4
(58) COc1ccc(C2/C=C\CN(Cc3ccc(N(C)C)cc3)CC(=O)N2Cc2ccc(F)cc2)cc1 (stereo not drawn)
    1.6, 32, 3, 2, -18, 1, 9, 3
(59) CC(OC(=O)c1cccc(-n2cnnn2)c1)C(=O)N(C)c1ccccc1 (stereo not drawn)
    -0.8, -21, 2, 13, -4, 1, 8, -4
(60) O=C(COc1ccc2cc(Br)ccc2c1)N1CCOCC1
    -1.7, 12, -7, 5, 4, 2, 11, 0

# An excerpt from above in order of number of heavy atoms, low to high.
# Sequence of screens – MPTP inh, PfGluPho inh, ATG4B inhibitor, SENP7 inh, SENP6 inh, GRIN3A LBD mod, SENP8 inh, HKDC1 inh
(3) O=S(=O)(NCc1ccco1)c1ccc(Cl)nc1
    -0.4, -14, 6, -4, 17, -1, 8, -3
(60) O=C(COc1ccc2cc(Br)ccc2c1)N1CCOCC1
    -1.7, 12, -7, 5, 4, 2, 11, 0
(39) Cc1ccc2cc(C)c(SCC(=O)NCC3CCCO3)nc2c1 (stereo not drawn)
    -0.3, -4, -4, -4, -4, -4, 3, -9
(31) CCc1nnc(SCC(=O)Nc2ccc(C(C)=O)cc2)nc1CC
    -0.1, 13, -1, -4, -16, -1, 8, 3
(52) CCCC(O)(c1ccccc1)C(CN1CCOCC1)c1ccccc1 (stereo not drawn)
    -1.0, 1, 3, -10, -30, 1, 8, -3
(54) CCOc1ccc(S(=O)(=O)N2CCN(C(=O)c3ccncc3)CC2)cc1
    -0.7, -12, -5, -12, 10, -1, 1, -3
(30) CCOc1ccc(N2CC(C(=O)Nc3ccc(N4CCOCC4)cc3)CC2=O)cc1 (stereo not drawn)
    -10, -4, -6, 8, 18, -4, 14, -3
(11) Cc1c(CN2CC[C@@H](N3CCN(c4ccccn4)CC3)[C@H](O)C2)[nH]c2ccc(F)cc12
    1.2, -5, 4, -3, -11, 2, 15, -3
(44) NC(=O)CC(NC(=O)c1ccccc1)c1ccc(NCCOc2ccccc2)c([N+](=O)[O-])c1 (stereo not drawn)
    -1.1, 6, -7, 2, 1, -11, 33, -4
(15) O=C(c1ccc(F)cc1)N1CCC(C(=O)N2CCN(S(=O)(=O)c3cccc([N+](=O)[O-])c3)CC2)CC1
    -0.3, 2, 0, -2, 6, -1, -1, -3

# Continuation.
# Labels used below: A = MPTP inh; B = PfGluPho inh; C = ATG4B inhibitor; D = SENP7 inh; E = SENP6 inh; F = GRIN3A LBD mod; G = SENP8 inh; H = HKDC1 inh
(61) Cc1c(CCOC(=O)c2cc([N+](=O)[O-])cc([N+](=O)[O-])c2)sc[n+]1CC(=O)c1ccc(Br)cc1
  A = -5.0; B = 1; C = -14; D = 7; E = 36; F = -4; G = 22; H = -2

(62) O=C(c1nc2ccc(Cl)cn2c1CN1CCCC1)N1CCc2ccccc2C1
  A = 0.3; B = 8; C = 17; D = -8; E = 4; F = -1; G = -17; H = 1

(63) O=C(CCCl)Nc1cc(SCCO)cc([N+](=O)[O-])c1
  A = 0.8; B = 2; C = 4; D = -9; E = 1; F = 2; G = 12; H = -9

(64) CCc1ccc(Nc2n[n+](-c3ccccc3)c(-c3ccc(C(=O)O)cc3)s2)cc1
  A = -0.9; B = 19; C = -12; D = 8; E = -10; F = 0; G = -1; H = -3

(65) CN(CCOc1ccccc1)CC(=O)Nc1ccc(Cl)c(S(=O)(=O)N(C)C)c1
  A = 0.3; B = 15; C = -15; D = 3; E = 2; F = 0; G = 15; H = -3
